Compound activity as filed in PubChem BioAssay.
LDHA block: blocks human lactate dehydrogenase A; P00338; purified LDHA, NADH/diaphorase-resazurin fluorescence; hits give low values; activity change, % (values are at about 110 or 230 µM); 480,000 tested, 0.15% active; AID 1347041; in the data active means activity change below about -30%; inconclusive means mostly about -25% to -30%;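 further: plate controls were DMSO wells for no effect and wells without enzyme for full effect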
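Enzyme activity of human lactate dehydrogenase 5 (2 nM; 0.06 mM NADH, 0.2 mM pyruvate, 5 min, RT) is measured via a resazurin/diaphorase fluorescence readout of residual NADH.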
D2 antag: antagonists of human D2 dopamine receptor; P14416; HEK293 TREx D2 cells, calcium flux, dopamine EC80; inhibition, % at 10 µM; 340,000 tested, 2% active; AID 485344; in the data active means inhibition above about 30%; further: 0% is about no effect
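Calcium flux kinetic readout in an inducible HEK293 TREx D2 line plated overnight at 30 C. After 180 s compound exposure, an EC80 dopamine challenge follows with another 180 s kinetic read to detect antagonism.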
ERG Ets-DNA blk: blocks human ERG Ets domain binding to DNA | AID 624246 | 370,000 tested, 0.028% active | Potency, µM (top dose mostly 76.9 µM), for inactives: at the top dose FP activity, negative = inhibition, most hits filed as inhibitors | fluorescence polarization, His-ERG Ets domain / labelled DNA; active means well fitted inhibition curve with a large enough effect in the polarisation, with a control signal flat; inconclusive means small, poorly fitted or top-dose-only effect, or effect the other way, or a change in a side signal; inactive means no such curve, though single readings can be large or run the other way; the % refers to the polarisation;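 further: polarization taken with two DNA probes labelled with fluorescein and Texas red; potency means the concentration at half of the fitted maximal effect; % of control where 0% means no effect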
Target sequence (P11308 whole entry, looked up, the tested form may be a part): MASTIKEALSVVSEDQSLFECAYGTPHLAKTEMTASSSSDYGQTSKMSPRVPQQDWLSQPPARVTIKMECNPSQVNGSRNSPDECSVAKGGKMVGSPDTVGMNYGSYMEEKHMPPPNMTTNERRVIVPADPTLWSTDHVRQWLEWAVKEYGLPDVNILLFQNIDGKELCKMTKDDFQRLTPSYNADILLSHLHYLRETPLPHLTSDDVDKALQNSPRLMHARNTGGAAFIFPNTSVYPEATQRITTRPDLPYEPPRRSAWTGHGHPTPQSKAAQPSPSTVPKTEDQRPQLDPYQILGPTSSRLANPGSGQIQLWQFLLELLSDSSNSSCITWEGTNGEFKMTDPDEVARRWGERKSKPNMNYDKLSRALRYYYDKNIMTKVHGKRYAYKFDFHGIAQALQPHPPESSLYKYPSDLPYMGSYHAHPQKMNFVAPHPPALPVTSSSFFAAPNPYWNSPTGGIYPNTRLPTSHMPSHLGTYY
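His-tagged ERG Ets domain (1 uM in the protein solution; 300mM KCl, 50mM Tris-HCl, 1mM EDTA, 1mM DTT, pH 7.5) received compound, then a probe mix of 5 nM fluorescein-DNA and 100nM Texas-615-DNA. Fluorescence polarization was read for both dyes.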
Vif-APOBEC3G blk: blocks the Vif interaction with human APOBEC3G. HeLa A3G-eYFP + Vif (tagged APOBEC3G with the HIV-1 protein that degrades it), YFP fluorescence, overnight. 410,000 tested, 0.076% active. Potency, µM (doses to about 46.1 µM), without a hit: top-dose activity, negative = active, hits mostly inhibitors. Q9HC16;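 further: potency means the concentration at half of the fitted maximal effect; on the % scale 0 is the no-effect control and ±100 the full control effect; nearly all actives have a fitted effect of over 60% in size; hits raise eYFP signal because A3G escapes Vif-driven loss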
Target sequence (Q9HC16 whole entry, looked up): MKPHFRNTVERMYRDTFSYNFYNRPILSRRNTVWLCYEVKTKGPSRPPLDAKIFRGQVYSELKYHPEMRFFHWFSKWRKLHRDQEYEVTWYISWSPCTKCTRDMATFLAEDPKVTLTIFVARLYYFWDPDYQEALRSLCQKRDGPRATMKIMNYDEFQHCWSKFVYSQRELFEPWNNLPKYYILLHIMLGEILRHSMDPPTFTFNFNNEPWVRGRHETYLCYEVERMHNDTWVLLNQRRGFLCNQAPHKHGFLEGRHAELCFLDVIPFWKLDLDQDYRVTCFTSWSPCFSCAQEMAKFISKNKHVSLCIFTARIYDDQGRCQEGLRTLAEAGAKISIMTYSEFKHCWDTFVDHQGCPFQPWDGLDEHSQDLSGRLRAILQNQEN
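HeLa cells stably expressing Vif and C-terminally eYFP-tagged A3G, seeded overnight at 37 deg C, then exposed to compound by pintool overnight at 37 deg C. Rise in yellow fluorescence (Ex 488/Em 500-530, Acumen) marks blocked Vif-driven A3G degradation.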
Glioma ERSR ind: inducers of ER stress response in human glioma cells; U87-MG GRP78 promoter luciferase reporter, 16 h; Potency, µM, for inactives: top-dose activation, actives largely listed as activators; 420,000 tested, 0.02% active; further: potency means the concentration at half of the fitted maximal effect; series mostly up to about 76 µM; % of control where 0% means no effect; nearly all actives have a fitted effect of over 35% in size
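ERSR induction read as luciferase luminescence (Bright-Glo, 10 min at room temperature) in stably transfected human U87-MG glioma cells exposed to compounds for 16 h, using GRP78 as sensor.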
D2 agonist: activates the human D2 dopamine receptor; P14416; HEK293 T-REx D2 cells, calcium flux agonist mode; activation, % at 2 µM; 340,000 tested, 0.53% active; AID 485358;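 active means activation over 3 SD above normal in the single-dose calcium agonist read, cut at about 30% in these data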; further: 0% is about no effect
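Tetracycline-induced HEK293 T-REx cells with force-coupled D2 receptor, plated overnight at 30 C, loaded with no-wash calcium dye. After a 10 s baseline, compound was pin-added and calcium flux read kinetically for 180 s; calcium rises flagged agonists.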
Vif-A3F inh: inhibitors of Vif-A3F interaction. HeLa A3F-eYFP + Vif (tagged APOBEC3F with the HIV-1 protein that degrades it), YFP fluorescence increase. Potency, µM (series often up to 46.1 µM), for the others: at the top dose activity, negative = active. 390,000 tested, 0.2% active. AID 602313; further: potency means the concentration at half of the fitted maximal effect; % of control where 0% means no effect; nearly all actives have a fitted effect of over 65% in size
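Fluorescence increase (Ex 488/Em 500-530) after overnight compound treatment at 37 deg C flags inhibition of Vif-driven A3F-eYFP loss in stable HeLa A3F-eYFP/Vif cells seeded overnight beforehand.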
RGS4 inh: blocks human RGS4-accelerated GTP hydrolysis; Potency, µM (top dose mostly 114 µM), for inactives: at the highest dose activity change, negative = inhibition, actives largely listed as inhibitors; Transcreener GDP fluorescence polarization, RGS4-accelerated GTP hydrolysis; 390,000 tested, 0.039% active; P49798; further: potency means the concentration at half of the fitted maximal effect; on the % scale 0 is the no-effect control and ±100 the full control effect; nearly all actives have a fitted effect of over 75% in size; some results filed as inactive show a strong effect at the top dose
Target sequence (P49798 whole entry, looked up): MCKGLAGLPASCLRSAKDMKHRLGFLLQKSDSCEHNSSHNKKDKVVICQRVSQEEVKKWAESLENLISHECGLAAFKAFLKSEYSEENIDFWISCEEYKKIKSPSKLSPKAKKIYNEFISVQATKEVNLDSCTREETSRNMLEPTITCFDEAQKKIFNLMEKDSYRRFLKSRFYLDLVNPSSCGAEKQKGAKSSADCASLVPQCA
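MLSMR compounds (23 nl, pin-transferred) preincubated 10 min at room temperature with a 500nM (2x) first reagent, then RGS4 at 900nM (2x) plus Transcreener GDP mix added; fluorescence polarization (620/688 nm) read before and after 90 min at 30 °C.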
12-LOX inh: inhibitors of human 12S-lipoxygenase ALOX12; P18054; purified 12hLO, xylenol orange hydroperoxide absorbance; Potency, µM (highest dose often 108 µM), for the others: at the highest dose activity change, negative = inhibition, actives largely listed as inhibitors; 580,000 tested, 1.1% active; AID 1671190; further: potency means the concentration at half of the fitted maximal effect; on the % scale 0 is the no-effect control and ±100 the full control effect
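Purified human 12hLO (150 nM final) in 25 mM Hepes, 0.01% Triton X-100, pH 7.0 was preincubated 15 min at room temperature with compound. Then 40 uM arachidonic acid was added, 30 min. Hydroperoxide was read by Fe-XO absorbance ratio 573/405 nm.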
* = called active by the depositor; ? = inconclusive; · = not tested or not shown; & = joins results of further samples; [ ] = another dose, or the depositor's remark. Unless noted, the call rests on the fitted dose curve; in most records, active means well fitted curve in the direction sought with a large enough effect; inconclusive means small, poorly fitted or top-dose-only effect, or another doubt; inactive means no such curve, though single readings can be large; an effect the other way counts as inactive or inconclusive. Only part of the results is shown, so the mix of outcomes need not match the whole.

SMILES	LDHA block	D2 antag	ERG Ets-DNA blk	Vif-APOBEC3G blk	Glioma ERSR ind	D2 agonist	Vif-A3F inh	RGS4 inh	12-LOX inh
N#Cc1ccc(S(=O)(=O)N2CCN(CC(=O)Nc3ccccc3C(=O)NC3CC3)CC2)cc1	-19	-28	2%	4%	-3%	-0.4	3%	11%	-16%
COc1ccc(C(=O)n2c(C)c(CCO)c(=O)n2C)cc1	-6	6	-1%	0%	0%	0.8	10%	23%	4%
CC1CC1C(=O)OCC(=O)Nc1cccc(Br)c1 (configuration not stated)	-8	-5	-2%	0%	2%	-1.2	3%	-9%	-1%
COC1=C2C[C@H](C)C[C@H](OC)[C@@H](O)[C@@H](C)C=C(C)[C@H](OC(N)=O)[C@@H](OC)C=CC=C(C)C(=O)NC(=CC1=O)C2=O	18	·	·	-2%	?	·	·	-48%	·
CC(NC(=O)C1CCC1)c1ccc(Cl)cc1 (configuration not stated)	0	-1	5%	1%	-5%	-0.3	-5%	-12%	-4%
COc1cnc(-c2ccccc2)nc1Oc1cccc(C)c1C	3	4	-4%	-5%	-5%	0.6	1%	-5%	0%
CCOC(=O)c1ccc(-n2c(C)nc3ccccc3c2=O)cc1	-2	-13	-3%	0%	-2%	·	0%	-11%	0%
O=C(N/N=C/c1ccc(O)c([N+](=O)[O-])c1)C1CC1(c1ccccc1)c1ccccc1 (configuration not stated)	-7	17	-4%	0%	-4%	-0.1	0%	14%	-12%
COc1ccccc1C(=O)NNC(=O)c1ccc(O)cc1	0	·	·	-1%	4%	·	-7%	·	5%
O=C(CN1C(=O)c2cccc3cccc(c23)C1=O)N1CCN(c2ccccn2)CC1	-5	-5	-12%	1%	2%	-0.6	-20%	44%	0%
Cc1ccc(-c2nnn(CC(=O)N3C(C)CCCC3C)n2)cc1 (configuration not stated)	0	-9	-6%	0%	1%	0.0	5%	20%	0%
CC(Sc1nc2ccccc2c(=O)n1C)C(=O)N(C)C1CCCCC1 (configuration not stated)	-2	1	2%	0%	-6%	0.1	10%	0%	?
NC(=O)c1ccc(Br)c(S(=O)(=O)N2CCCCC2)c1	7	7	0%	0%	7%	0.7	0%	-15%	-2%
COc1ccc(C(=O)Nc2nc(C)cs2)cc1S(=O)(=O)N1CCCC1	-4	-4	-1%	1%	-3%	-0.1	0%	-5%	0%
Cc1ccccc1-n1c2nc(=O)[nH]c(=O)c-2cc2c(Cl)cccc21	25&-2	·	0%	-25%	-3%	·	-4%	-17%	?
CC(C)NC(=O)CN1CCN(c2ncccn2)CC1	-19	-5	·	-2%	-2%	0.2	-7%	0%	?
COc1ccc(NC(=O)CCCOc2cc(=O)n(C)c3ccccc23)c(OC)c1	1	·	-1%	2%	-2%	0.5	-2%	-18%	-10%
O=C(O)C(C(=O)O)=C1C2CC3CC(C2)CC1C3	-6	15	-11%	3%	-5%	0.2	1%	-31%	?
CCN(CC)C1=N/C(=C\c2ccc(OC)cc2)C(=O)N1c1ccccc1	5	-8	5%	3%	-2%	-6.3	-1%	25%	-29%
CCOC(=O)c1c(NC(=O)CSc2nnc(-c3ccccc3C)n2C)sc(C(C)=O)c1C	-2	5	1%	-5%	-5%	0.1	2%	?	0%
CCOc1ccccc1N1CC(C(=O)N(C)Cc2cccnc2)CC1=O (configuration not stated)	-12	-10	2%	1%	0%	0.5	-9%	13%	-21%
O=C1N(Cc2cccnc2)C[C@@H]2C[C@@H](c3ccc(C(F)(F)F)cc3)N3CCC[C@@]123	-3	3	-5%	3%	-1%	-1.1	5%	-51%	5%
COc1ccc(-c2nnc(SCC(=O)N3CCN(c4ccccc4)CC3)o2)cc1OC	-5	16	-9%	0%	-2%	0.1	-4%	?	335%[activator]
CC(=O)N1CCN(CC(=O)Nc2cc(F)ccc2C)CC1	-6	8	-13%	1%	-1%	0.9	-2%	12%	-4%
CCOc1ccc(NC(=S)NC23CN4CN(CN(C4)C2)C3)cc1	1	6	-2%	-2%	0%	-0.3	8%	-6%	2%
CCC1CN(C(=O)N2CCC(C(=O)NCCc3ccc(OC)cc3OC)CC2)c2ccccc2O1 (configuration not stated)	-16	-12	-8%	3%	-6%	-1.0	-4%	-16%	16%
COCCOC(=O)C1=C(N)Oc2c(oc(CO)cc2=O)C1c1c(F)cccc1Cl (configuration not stated)	-5	18	1%	0%	0%	-1.0	-5%	-4%	88%[activator]
O=C(Oc1ccc2ccccc2c1)c1cncc(Br)c1	-2	14	·	-2%	-5%	0.6	4%	-6%	-13%
CCOc1ccccc1C(=O)NC(C(=O)N(C)c1c(N)n(Cc2ccccc2)c(=O)[nH]c1=O)C(C)C (configuration not stated)	0	·	7%	-3%	-3%	·	0%	-29%	-4%
O=C(C1CC1)N1CCN=C1SCc1ccc(F)cc1	4	-18	-1%	-1%	-4%	-1.4	0%	-16%	0%
N#C/C(=C\c1ccc(O)c(O)c1)S(=O)(=O)c1ccccc1	12	4	3%	-1%	-6%	1.6	-15%	2%[56.9 µM]	3.2µM*
CCc1ccc(S(=O)(=O)c2nnn(-c3cccc(C)c3)c2N)cc1	-4	·	-4%	0%	-1%	2.8	2%	-21%	?
Cc1ccc(C(=O)NCC(=O)N2CCN(c3ccccc3)CC2)cc1	1	-6	-5%	5%	-2%	-1.1	-12%	5%	?
Cc1ccc(S(=O)(=O)CCSc2nc(C)cc(C)c2C#N)cc1	-8	9	·	-6%	-1%	-0.4	1%	-6%	1%
CCCCOc1ccc(-c2ncc(Cl)cn2)cc1	4	7	11%	-1%	4%	-0.1	-3%	-13%	1%[57.4 µM]
CCC(=O)Nc1ccc(N2CCCCC2)c(C(=O)Nc2ccc(OC)cc2)c1	1	0	-5%	2%	-4%	-1.0	9%	-14%	4%
COc1ccc(/C=C/C(=O)Nc2ccccc2C(=O)NCC(c2ccc(OC)cc2)N(C)C)cc1 (configuration not stated)	0	60*	2%	1%	2%	-2.5	-12%	-4%	-6%
COC(=O)CSc1nc(C)c(Oc2ccccc2)c(=O)[nH]1	-1	-4	-3%	-5%	-3%	-0.3	-4%	-21%	2%
Nc1c(OS(=O)(=O)c2ccccc2)cccc1OS(=O)(=O)c1ccccc1	-9	·	·	1%	0%	·	-11%	·	6%
CCc1ccccc1NC(=O)c1ccc(-n2c(C)ccc2C)cc1	-4	13	-6%	-8%	-5%	-0.8	-24%	-40%	0%
Cc1ccc(CN2CC(C(=O)N3CCN(S(=O)(=O)c4ccc(C(C)C)cc4)CC3)CC2=O)cc1 (configuration not stated)	0	-4	3%	1%	-6%	0.2	3%	1%	-5%
O=C(COC(=O)CSc1ccc2ccccc2c1)NC1CC1	-7	-18	-4%	1%	-2%	-1.1	8%	-4%	?
COc1ccc(CN2C(=O)/C(=C/c3ccncc3)SC2=S)cc1	0	-8	7%	-18%	-8%	1.7	-13%	?	?
CC[C@@H](NCCCn1ccc(NC(=O)OCc2ccccc2)nc1=O)c1ccccc1	-2	·	·	-4%	-4%	·	-1%	·	-7%
Cc1nc2ccccc2c2oc(C(=O)N3CCCC(C)C3)cc12 (configuration not stated)	-11	-8	-15%	3%	0%	-0.2	-18%	4%	1%
NC(=O)c1ccsc1NC(=O)c1ccc([N+](=O)[O-])o1	-9	·	8%	?	-11%	·	-8%	0%	16%
COc1cccc(-c2csc(N3CCN(Cc4ccccc4)CC3)n2)c1	-6	12	-4%	1%	2%	-0.7	-2%	-8%	-20%
COc1cc2ccccc2cc1C(=O)Nc1cccnc1	-1	-13	9%	-3%	2%	0.0	-3%	14%	-16%
CN(C(=O)COC(=O)c1cccc(Cl)c1)C1CCS(=O)(=O)C1 (configuration not stated)	-5	6	-8%	-1%	-2%	0.6	7%	1%	-12%
Cc1cc(NC(=O)CN2C(=O)NC(C)(c3ccc(OC(F)F)cc3)C2=O)no1 (configuration not stated)	-7	-2	0%	-3%	-1%	9.1	6%	16%	-10%
C=CCNc1nc2c(c(=O)[nH]c(=O)n2C)n1CC(O)COc1ccc2ccccc2c1 (configuration not stated)	-1	-12	-8%	-3%	-7%	0.0	?	-8%	-4%
Cc1ccc(C)c(N2CCN(c3nc4ccc(Cl)cc4n4cnnc34)CC2)c1	-6	·	9%	·	·	0.4	·	14%	-12%
O=C(c1ccccc1)N1CCN(C(=O)c2nn3c(C(F)(F)F)cc(-c4ccccc4)nc3c2Br)CC1	0	·	13%	5%	-4%	·	20%	12%	-2%
Nc1ncc(Br)cc1N=Cc1ccccc1	29	-2	-4%	-5%	-3%	3.5	3%	-54%	-2%
COc1ccc(N2CCSC2C(=O)NN)cc1 (configuration not stated)	0	-6	-6%	-3%	-9%	1.5	·	-14%	0%
O=C(c1ccccc1SCc1ccccc1)N1CCCCCC1	-4	-12	3%	-1%	-2%	-0.7	-7%	-1%	-8%
CCc1ncc(/C=C2\C(=O)Nc3ccccc32)[nH]1	-14	6	0%	2%	2%	1.0	3%	-24%	7%
